HT1080 cytotoxicity = HT1080 cell viability loss – fluorescence readout (AID 620); 87,000 compounds, 0.42% hits; cytotoxicity, % at 10 µM; hits with a dose series show EC50 in µM; HT1080 viability, fluorescence; higher % means a stronger effect;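 further: cells exposed to compound overnight then 4 h with Alamar Blue; 0% = vehicle DMSO and 100% = killing control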
Spn MK inh = inhibitors of Streptococcus pneumoniae mevalonate kinase; purified MK, PK/LDH-coupled NADH absorbance 340 nm; 65,000 compounds, 0.48% hits; inhibition, % at 10 µM;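 active means ranked among the strongest by inhibition in the single 10 µM screen, a fixed top-ranked set picked for dose follow-up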; further: no value below 0 was filed
LYP phosphatase = LYP phosphatase inhibitors, primary screen, biochemical, DiFMUP fluorescence, recombinant catalytic domain, 10 µM (AID 606). recombinant LYP catalytic domain, DiFMUP fluorescence; higher % means a stronger effect. inhibition, % at 10 µM, or IC50 in µM where a hit was titrated. 52,000 tested, under 10 active;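 active means IC50 under 40 µM in the dose-response test; inactive means IC50 of 40 µM or more, or never dose-tested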
Spn DPM-DC inh = blocks S. pneumoniae diphosphomevalonate decarboxylase. purified DPM-DC, PK/LDH coupled NADH fluorescence. calls only at 10 µM. 65,000 compounds, 0.49% hits. AID 556;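 active means the 320 compounds with the highest percent inhibition in the single-dose primary screen, excluding strongly autofluorescent ones, cut at about 32% in these data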;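 further: kinetic rate of NADH fluorescence loss reporting ADP formed by the decarboxylase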
HPDE-C7K KRASV12 = viability loss of HPDE-C7K cells – cell-based, fluorescence, HTS, primary screen (AID 431); HPDE-C7K KRASV12 cells, Alamar Blue viability, 48 h; higher % means a stronger effect; 63,000 compounds, 1.7% hits; cytotoxicity, % at 10 µM; hits with a dose series show EC50 in µM;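 active means compounds whose percent cytotoxicity in the single-dose primary screen, scaled between solvent and toxic-drug controls, exceeds 50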;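 further: 0% = DMSO solvent wells and 100% = doxorubicin-treated wells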
Spn PMK inh = S. pneumoniae PMK inhibition; purified PMK, PK/LDH-coupled NADH absorbance 340 nm; inhibition, % at 10 µM; 65,000 compounds, 0.49% hits; AID 539;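 active means top-ranked compounds by inhibition in the single 10 µM screen, taking a fixed number of the strongest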;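 further: 0% = full reaction with DMSO carrier and 100% = background rate without enzyme reaction; no value below 0 was filed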
TNAP inhibition = human TNAP enzyme inhibitors, biochemical, luminescent (AID 518); purified TNAP enzyme, luminescent substrate readout; higher % means a stronger effect; inhibition, % at 20 µM, or IC50 in µM where a hit was titrated; 64,000 compounds, 0.09% hits; in the data active means a potency from the dose series; inactive means the rest, 99 in 100 with inhibition below about 22%;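 further: plate controls were vehicle for no effect and reference inhibitor for full effect; many of its hits are not listed in these tables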
HPDE-C7 viability = cytotoxicity in HPDE-C7 cells, cell-based, fluorescence, HTS (AID 430) | HPDE-C7 pancreatic duct cells viability, fluorescence; higher % means a stronger effect | one-dose cytotoxicity, % at 10 µM; EC50 in µM for titrated hits | 63,000 compounds, 1.8% hits;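 further: cells exposed to compound for 48 hours before viability readout; 0% = vehicle and 100% = reference cytotoxic drug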
Bfl-1 displacement = displacement of Bid BH3 peptide from Bfl-1 – biochemical, fluorescence polarization, FITC-Bid, mouse, primary screen (AID 432); 64,000 compounds, 0.02% hits; FITC-Bid BH3 peptide fluorescence polarization displacement; higher % means a stronger effect; one-dose displacement, % at 20 µM; IC50 in µM for titrated hits; in the data active means a potency from the dose series; inactive means the rest, 99 in 100 with displacement below about 15%; further: strong numbers were not always called active
Spn PMK inh pilot replicates = second read-out of Spn PMK inh, no call of its own (marks repeat the call); inhibition, %; measured here: pilot screen replicates
Spn MK inh pilot replicates = recorded beside Spn MK inh, whose call it bears; inhibition, %; measured here: pilot screen replicates
Spn DPM-DC inh pilot screen % = second read-out of Spn DPM-DC inh, no call of its own (marks repeat the call); inhibition, %; measured here: pilot screen trials
An asterisk follows results filed as active; i = inactive; x = no result given; & = joins results of further samples. Unless noted, no stated cut-off is given here; in the data, active means cytotoxicity above about 50%; inactive means the rest.

SMILES	HT1080 cytotoxicity	Spn MK inh	LYP phosphatase	Spn DPM-DC inh	HPDE-C7K KRASV12	Spn PMK inh	TNAP inhibition	HPDE-C7 viability	Bfl-1 displacement	others
Cc1ccc(/C=N/n2cnc3sc4c(c3c2=O)CCCC4)o1	-5.7%	2.0	9.4%	i	-1.6%	0.0	6.4%	4.4%	0.2%
COCCCNC(=O)C1CCCCN1S(=O)(=O)c1ccc(F)cc1 (stereo not given)	-0.4%	3.0	x	i	2.0%	9.0	5.0%	-2.9%	3.5%
O=C(Nc1ccc2c(c1)OCCO2)NC1(C(F)(F)F)Oc2ccccc2O1	2.2%	10.0	4.1%	i	7.4%	9.0	6.0%	12.0%	-2.0%
CS(=O)(=O)N(CC(=O)Nc1ccc2c(c1)OCO2)Cc1ccccc1	5.5%	4.0	2.2%	i	-3.3%	0.0	5.0%	-5.1%	-0.1%
c1ccc2c(Cn3ccnc3)c[nH]c2c1	-6.7%	7.0	3.9%	i	1.9%	0.0	13.3%	-14.0%	-9.3%	Spn PMK inh pilot replicates=3.0;Spn MK inh pilot replicates=0.0;Spn DPM-DC inh pilot screen %=2.5
O=C(COc1ccccc1)N1CCN(c2ncnc3c2cnn3-c2ccccc2)CC1	1.2%	0.0	7.2%	i	5.3%	7.0	11.3%	-0.4%	-1.5%	Spn PMK inh pilot replicates=0.0;Spn MK inh pilot replicates=0.0;Spn DPM-DC inh pilot screen %=0.0
N#CCCCSc1ncccc1-c1nc2ccccc2[nH]1	-1.5%	1.0	-35.2%	i	-15.7%	1.0	4.2%	-11.3%	-5.9%
O=C(NC1CCCC1)C(c1ccncc1)N(Cc1cccs1)C(=O)c1csnn1 (stereo not given)	x	10.0	x	i	0.5%	16.0	-11.0%	1.3%	1.6%
COc1ccc(NC(=O)CSc2nccc(C)n2)cc1	-4.1%	4.0	5.2%	i	-6.5%	1.0	2.2%	9.4%	-1.3%
CC(=O)c1cccc(NC(=O)CN(Cc2ccccc2)S(C)(=O)=O)c1	9.2%	0.0	4.5%	i	-3.4%	3.0	6.4%	5.2%	-5.7%
Cc1nc(-c2ccccc2O)n(S(=O)(=O)N(C)C)n1	-2.8%	5.0	-4.3%	i	8.1%	1.0	13.0%	8.4%	1.2%
COc1cccc(C2CC(c3ccc(Cl)cc3Cl)n3nc(N)nc3N2)c1 (stereo not given)	6.3%	0.0	3.7%	i	-11.5%	15.0	0.6%	-17.0%	9.2%
Cn1c(=O)c2c(nc(Sc3ncccn3)n2Cc2ccc(Cl)cc2)n(C)c1=O	2.6%	8.0	10.2%	i	9.6%	8.0	2.3%	13.6%	-2.0%
COC(=O)c1ccccc1NC(NC(=O)c1ccco1)C(=O)c1ccccc1 (stereo not given)	-3.0%	0.0	13.8%	i	-10.7%	0.0	3.7%	-10.4%	5.3%
CCN(CC)CCN1C(=O)C(=O)/C(=C(/O)c2ccc(OC)cc2)C1c1ccco1 (stereo not given)	-8.7%	0.0	2.7%	i	-0.2%	8.0	3.8%	0.5%	-5.2%
O=S(=O)(Nc1ccc(F)cc1)N1CCCCCC1	-1.3%	9.0	7.4%	i	-0.5%	7.0	-1.9%	-8.3%	-1.8%
c1cncc(-c2nnc(-c3ccco3)o2)c1	-6.6%	5.0	0.1%	i	0.0%	0.0	13.6%	-4.9%	-0.8%	Spn PMK inh pilot replicates=0.0;Spn MK inh pilot replicates=0.0;Spn DPM-DC inh pilot screen %=10.5
O=C(CSc1nnc(COc2ccccc2)n1Cc1ccco1)NCc1ccco1	-4.5%	10.0	-44.0%	i	-7.0%	4.0	11.3%	-14.1%	2.5%
CC1CC(C)CN(c2ncc3c(n2)CC(c2ccc(Cl)cc2)CC3=O)C1 (stereo not given)	-10.5%	4.0	-11.6%	i	40.0%	0.0	11.3%	31.9%	-5.5%
CC(=O)N(C)c1ccc(NC(=O)c2ccccc2C(=O)O)cc1	0.5%	0.0	7.3%	i	0.4%	0.0	15.1%	-3.8%	-3.0%
O=C1CC(=O)N(CCc2ccccc2)C(=O)N1CCc1ccccc1	-8.8%	13.0	2.9%	i	14.3%	5.0	12.3%	7.1%	-6.4%
CC(C)(C)n1nnnc1CN1CCC(NC(=O)NC2CCCCC2)CC1	-1.6%	0.0	10.2%	i	9.8%	17.0	7.7%	7.6%	-1.7%	Spn PMK inh pilot replicates=3.0;Spn MK inh pilot replicates=0.0;Spn DPM-DC inh pilot screen %=2.5
CCc1nn(CCCC(=O)N2CCc3ccccc3C2)c(=O)c2cc3occc3n12	2.0%	0.0	3.4%	i	x	22.0	4.1%	x	-0.7%
Cn1c(=O)c2c(nc(NCCc3ccccc3)n2Cc2ccccc2)n(C)c1=O	6.2%	9.0	11.3%	i	-2.5%	6.0	12.2%	1.1%	-10.2%
CC(NC(=O)Cc1cccs1)C(c1cccs1)N1CCN(c2ccccc2F)CC1 (stereo not given)	15.2%	5.0	0.0%	i	-13.5%	15.0	-0.8%	-23.7%	-0.6%
Cc1cc(NS(=O)(=O)c2ccccc2)c(C)c(Cl)c1O	2.6%	9.0	1.7%	i	21.3%	15.0	4.6%	14.4%	4.0%
CCCC(=O)Nc1cc(C)c(NC(=O)c2ccccn2)cn1	-10.7%	12.0	2.3%	i	-9.5%	3.0	4.7%	-32.5%	-6.7%	Spn PMK inh pilot replicates=0.0;Spn MK inh pilot replicates=1.0;Spn DPM-DC inh pilot screen %=0.0
Cc1cc(C)nc(N2CCCC(C(=O)NCCc3cccc(F)c3)C2)n1 (stereo not given)	-7.2%	6.0	x	i	-18.5%	5.0	8.7%	-7.4%	0.6%
CCCCOc1ccc(C(=O)NCC(=O)NCC(=O)OCC)cc1	-4.5%	0.0	1.9%	i	-0.3%	4.0	7.5%	13.1%	8.8%
O=c1cc(NC2CCCCCC2)[nH]c(=O)[nH]1	1.2%	7.0	8.7%	i	-10.6%	7.0	8.3%	-5.5%	-1.0%
CCOc1ccc2nc(-c3ccc(OC)c(OC)c3)cc(C(=O)O)c2c1	4.3%	8.0	x	i	-1.0%	11.0	15.9%	-2.7%	-2.3%
Cc1cc(C(N)=O)c2ccccc2n1	-7.6%	1.0	1.0%	i	5.4%	9.0	5.9%	4.9%	-0.1%
CCOC(=O)c1ccc(NC(=O)Cn2nnc(-c3ccccc3C)n2)cc1	5.7%	8.0	10.7%	i	-4.5%	9.0	11.1%	-3.4%	-5.8%
COc1cccc(-c2cc(C(F)(F)F)nc(NCc3ccco3)n2)c1	-9.2%	12.0	x	i	4.9%	10.0	9.0%	4.9%	3.9%	Spn PMK inh pilot replicates=1.5;Spn MK inh pilot replicates=0.0;Spn DPM-DC inh pilot screen %=0.0
C=CCOc1ccc(CN(C)CC(=O)N(CC(C)C)c2c(N)n(CC(C)C)c(=O)[nH]c2=O)cc1	3.2%	0.0	2.7%	i	-4.4%	13.0	10.3%	-1.2%	-3.2%	Spn PMK inh pilot replicates=0.0;Spn MK inh pilot replicates=0.0;Spn DPM-DC inh pilot screen %=0.0
Cn1ncc(N=Cc2c(O)ccc3ccccc23)c1C(=O)N1CCOCC1	-4.6%	5.0	x	i	4.6%	8.0	7.4%	-5.2%	-11.5%
Cc1c(C(=O)N2CCOCC2)[nH]c2c1C(=O)CC(c1ccc(Cl)cc1)C2 (stereo not given)	5.8%	5.0	x	i	-7.4%	9.0	7.6%	-6.7%	-4.0%
O=C(Nc1ccccc1O)c1cc(S(=O)(=O)N2CCOCC2)c(Cl)cc1Cl	2.6%	1.0	-1.2%	i	-16.4%	2.0	-8.3%	-9.2%	1.5%
CCOc1ccc(C(C)=O)cc1COC(=O)C1=COCCO1	-1.0%	8.0	-6.5%	i	-5.1%	16.0	6.0%	-6.4%	-0.1%
COCCCNC(=O)C(Cc1ccccc1)NS(=O)(=O)c1ccc2c(c1)c(=O)n(C)c(=O)n2C (stereo not given)	4.4%	0.0	7.5%	i	7.3%	11.0	7.8%	-8.3%	-10.5%	Spn PMK inh pilot replicates=0.5;Spn MK inh pilot replicates=0.5;Spn DPM-DC inh pilot screen %=0.0
COc1ccccc1NC=C1C(=O)OC2(CCCCC2)OC1=O	19.0%	6.0	15.9%	i	-1.8%	8.0	1.5%	-22.6%	-1.5%
CCc1ccc(NC(=O)c2ccc3c(c2)C(=O)N(Cc2ccco2)C3=O)cc1	6.1%	3.0	4.7%	i	-4.0%	1.0	9.8%	-3.3%	5.7%
CN(C)C(=O)Oc1cccc([N+](C)(C)C)c1	20.3%&6.8%	5.0&8.0	25.3%&2.1%	i	-0.1%&1.2%	0.0	13.7%&13.7%	10.9%&10.9%	1.2%&1.2%	Spn PMK inh pilot replicates=3.5&7.0;Spn MK inh pilot replicates=3.0&1.0;Spn DPM-DC inh pilot screen %=3.5&0.0
CCOC(=O)c1c(NC(=O)C(F)(OC)C(F)(F)F)sc2c1CCN(C)C2 (stereo not given)	0.6%	0.0	3.6%	i	-2.9%	12.0	4.3%	8.2%	0.1%
CC1=CC(C)C2C(=O)N(CCC[N+](C)(C)C)C(=O)C2C1 (stereo not given)	-6.3%	10.0	7.3%	i	14.9%	4.0	2.8%	5.7%	-5.6%
CCSc1nc(=O)n(-c2ccccc2)c(C)c1C(C)=O	1.3%	3.0	4.3%	i	-5.3%	19.0	8.4%	-9.1%	3.3%

An excerpt taken from the entries so far, for reference:
SMILES	HT1080 cytotoxicity	Spn MK inh	LYP phosphatase	Spn DPM-DC inh	HPDE-C7K KRASV12	Spn PMK inh	TNAP inhibition	HPDE-C7 viability	Bfl-1 displacement	others
Cc1c(C(=O)N2CCOCC2)[nH]c2c1C(=O)CC(c1ccc(Cl)cc1)C2 (stereo not given)	5.8%	5.0	x	i	-7.4%	9.0	7.6%	-6.7%	-4.0%
O=C(Nc1ccccc1O)c1cc(S(=O)(=O)N2CCOCC2)c(Cl)cc1Cl	2.6%	1.0	-1.2%	i	-16.4%	2.0	-8.3%	-9.2%	1.5%
CCOc1ccc(C(C)=O)cc1COC(=O)C1=COCCO1	-1.0%	8.0	-6.5%	i	-5.1%	16.0	6.0%	-6.4%	-0.1%
COCCCNC(=O)C(Cc1ccccc1)NS(=O)(=O)c1ccc2c(c1)c(=O)n(C)c(=O)n2C (stereo not given)	4.4%	0.0	7.5%	i	7.3%	11.0	7.8%	-8.3%	-10.5%	Spn PMK inh pilot replicates=0.5;Spn MK inh pilot replicates=0.5;Spn DPM-DC inh pilot screen %=0.0
COc1ccccc1NC=C1C(=O)OC2(CCCCC2)OC1=O	19.0%	6.0	15.9%	i	-1.8%	8.0	1.5%	-22.6%	-1.5%
CCc1ccc(NC(=O)c2ccc3c(c2)C(=O)N(Cc2ccco2)C3=O)cc1	6.1%	3.0	4.7%	i	-4.0%	1.0	9.8%	-3.3%	5.7%
CN(C)C(=O)Oc1cccc([N+](C)(C)C)c1	20.3%&6.8%	5.0&8.0	25.3%&2.1%	i	-0.1%&1.2%	0.0	13.7%&13.7%	10.9%&10.9%	1.2%&1.2%	Spn PMK inh pilot replicates=3.5&7.0;Spn MK inh pilot replicates=3.0&1.0;Spn DPM-DC inh pilot screen %=3.5&0.0

Compound activity: PubChem, several laboratories
